Compound activity: PubChem BioAssay, several laboratories
V1R ag counter: activates human V1a receptor in oxytocin agonist counter-screen; P37288; CHO-V1R cells, Fluo-8 calcium fluorescence, agonist mode; 0% DMSO, 100% 3 nM vasopressin; activation, % at 3 µM; 0.25% of 320,000 active;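 active = activation above the mean activation of all tested compounds plus 3 SD, per screening run, cut at about 20% in these data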;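 also: signal is peak over basal fluorescence ratio across a 100 second FLIPR read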
OXTR ag: human OXTR agonism; P30559; CHO-OTR cells, Fluo-8 calcium fluorescence; normalized: DMSO 0%, oxytocin 100%; activation, % at 3 µM; 0.32% of 320,000 active; AID 2435;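 active = activation above the mean of all tested compounds plus 3 SD, cutoff set per screening run, cut at about 20% in these data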;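 also: peak over basal fluorescence ratio from a 100 s FLIPR kinetic read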
Target sequence (P30559 whole entry, looked up): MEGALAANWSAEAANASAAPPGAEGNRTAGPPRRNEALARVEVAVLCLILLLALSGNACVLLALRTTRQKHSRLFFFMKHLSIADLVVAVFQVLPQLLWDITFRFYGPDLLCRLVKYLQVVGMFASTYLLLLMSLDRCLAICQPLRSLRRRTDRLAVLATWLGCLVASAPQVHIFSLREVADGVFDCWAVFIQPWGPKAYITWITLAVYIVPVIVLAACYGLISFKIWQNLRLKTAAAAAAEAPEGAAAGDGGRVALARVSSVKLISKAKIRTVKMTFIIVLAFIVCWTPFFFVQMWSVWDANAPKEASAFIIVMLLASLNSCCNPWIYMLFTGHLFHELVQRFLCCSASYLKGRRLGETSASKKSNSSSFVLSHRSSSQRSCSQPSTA
MEKK2 WT-MEK5: raises or lowers MEK5 binding to wildtype human MEKK2 PB1 domain; AID 1531; 1.1% of 290,000 active; Q9Y2U5; bead flow cytometry, Alexa488-MEK5 binding to MEKK2 WT; actives lie on both sides; binding response (% of control), % at 10 µM; in the data active = binding response below about 67% or above about 130%
GalR3 antag: blocks the human galanin receptor 3. HEK293 GalR3-CNG cAMP membrane potential fluorescence; galR3 body fused to GalR1 C-terminus. inhibition, % at 3 µM. 0.44% of 360,000 active. AID 651719;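 active = inhibition above the screen-wide average plus 3 SD, cut at about 13% in these data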;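 also: forskolin and galanin both at EC90 stimulate the cells; cAMP rise reported by CNG channel membrane potential dye signal; 0% = forskolin plus galanin with DMSO and 100% = forskolin alone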
Target sequence (O60755 1-299 limits assumed): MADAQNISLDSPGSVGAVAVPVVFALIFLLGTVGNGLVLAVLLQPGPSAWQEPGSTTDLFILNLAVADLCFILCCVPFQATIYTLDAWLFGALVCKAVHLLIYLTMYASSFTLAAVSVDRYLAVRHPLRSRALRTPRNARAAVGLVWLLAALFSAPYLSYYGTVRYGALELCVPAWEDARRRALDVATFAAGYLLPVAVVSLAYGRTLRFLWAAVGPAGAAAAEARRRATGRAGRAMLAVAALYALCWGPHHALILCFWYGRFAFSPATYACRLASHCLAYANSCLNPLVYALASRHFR
NALP1 yeast inh: inhibitors of NALP1 inflammasome in yeast. inhibition, % at 10 µM. S. cerevisiae NALP1/ASC/caspase-1 growth, X-gal OD620, 72 h. 0.61% of 280,000 active. AID 2071; in the data active = inhibition mostly above about 24%, no sharp cut-off; inactive = mostly below about 32%; also: some compounds called inactive have numbers as strong as hits
GPR7 antagonist: blocks human GPR7 receptor signaling; inhibition, % at 4.4 µM; 1.1% of 290,000 active; P48145; GPR7-expressing cells, fluorescence antagonist assay; in the data active = inhibition above about 16%, passing the limit was not always enough;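 also: cells stimulated with the agonist NPW; 0% = agonist with vehicle and 100% = vehicle without agonist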
OXTR potentiator: potentiates the human oxytocin receptor response. P30559. CHO-OTR cells, Fluo-8 calcium fluorescence, potentiator mode; 0% = oxytocin EC15, 100% = EC100. activation, % at 3 µM. 0.061% of 320,000 active;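 active = activation above that plate's cutoff, the mean activation of tested compounds plus 3 SD, cut at about 6.6% in these data, passing the limit was not always enough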;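 also: 100% uses oxytocin at 75 nM as the full agonist control; some results filed as inactive read as strong as hits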
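Assay system: CHO cell line stably expressing human OTR | Also added: Oxytocin at about EC15, sub-maximal agonist stimulus | Times: Compound 6 min at room temperature before oxytocin, 100 s read | Measured by: Fluo-8 intracellular calcium fluorescence, ex 470-495, em 515-575 nm | Controls: EC15 oxytocin alone as 0%, 75 nM oxytocin as 100%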
PfM18AAP inh: PfM18AAP enzyme inhibition. inhibition, % at 7.35 µM. recombinant PfM18AAP, H-Glu-NHMec fluorogenic cleavage. 1.2% of 290,000 active;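 active = inhibition above the campaign mean inhibition over all tested compounds plus 3 SD, cut at about 28% in these data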;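 also: 0% = plate median of test compound wells and 100% = 2 mM ZnCl2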
MEKK2 mut-MEK5: signal of MEK5 binding to mutant human MEKK2 PB1 domain. percent response, % at 10 µM. 0.35% of 290,000 active. bead flow cytometry, Alexa488-MEK5 binding to MEKK2 mutant; in the data active = percent response above about 24%, passing the limit was not always enough; also: inactives centre near 1; some results filed as inactive read as strong as hits
Starred values were filed as active, the others as inactive; nt = not tested or not shown; [ ] = dose if it differs, or a comment.

The first 2 entries (preview)
Below each SMILES: V1R ag counter, OXTR ag, MEKK2 WT-MEK5, GalR3 antag, NALP1 yeast inh, GPR7 antagonist, OXTR potentiator, PfM18AAP inh, MEKK2 mut-MEK5
- Cc1ccc(Oc2nc(CN3CCOCC3)nc3sc4c(c23)CCC(C)C4)cc1C (stereo unspecified)
    -0.8, -0.5, 102, -4, 14, -5, -7, -12, -2
- O=C(CSc1ccc2nnc(-c3ccc(Cl)cc3)n2n1)N1CCCC1
    0.9, 0.7, 115, 3, nt, nt, -1, nt, 11

All compounds of this part, repeating the preview:
Below each SMILES: V1R ag counter, OXTR ag, MEKK2 WT-MEK5, GalR3 antag, NALP1 yeast inh, GPR7 antagonist, OXTR potentiator, PfM18AAP inh, MEKK2 mut-MEK5
- Cc1ccc(Oc2nc(CN3CCOCC3)nc3sc4c(c23)CCC(C)C4)cc1C (stereo unspecified)
    -0.8, -0.5, 102, -4, 14, -5, -7, -12, -2
- O=C(CSc1ccc2nnc(-c3ccc(Cl)cc3)n2n1)N1CCCC1
    0.9, 0.7, 115, 3, nt, nt, -1, nt, 11
- COc1ccc(N2CCN(CCCn3c(=S)[nH]c4ccccc4c3=O)CC2)cc1
    0.3, -0.5, 108, -7, -14, 21, -15, 3, 3
- CCN(CC)C(=O)COc1cccc2ccccc12
    -1.6, -1.7, 102, -6, -3, 2, 1, 0, 1
- COc1ccc(OC)c(-c2cc(-c3cccnc3)nc(N)c2C#N)c1
    -1.0, -1.4, 104, -3, 14, 0, 3, 6, -2
- COc1ccc(OC)c(N(CC(=O)Nc2ccc3c(c2)OCCO3)S(C)(=O)=O)c1
    0.2, 0.2, 102, -1, 6, -7, -2, -3, 4
- CC(=O)Nc1ccc(NC(=O)COC(=O)c2c(-c3ccccc3)noc2C)cc1
    2.9, 4.4, nt, -6, nt, nt, -4, nt, nt
- COC(=O)/C(=C(/F)Sc1cc(C)c(O)c(C)c1)C(F)(F)F
    1.1, 0.1, 99, nt, 26, 4, -3, 0, -1
- Cc1ccn2c(-c3n[nH]c(=S)n3Cc3ccccc3)c(C)nc2c1
    0.2, -0.3, 91, -5, 28, 1, -6, 4, -3
- CCOc1ccc2[nH]c3c(NCCC(C)C)ncnc3c2c1
    nt, nt, 124, -5, -4, 13, nt, 1, 8
- CCc1nc2ccc(C(=O)Nc3cccc(C(C)=O)c3)cc2nc1CC
    0.6, -1.3, 99, -7, 20, -8, -10, -3, 9
- CN1CCN(C2OC(=O)c3ccccc32)CC1 (stereo unspecified)
    -0.1, 1.4, 88, -2, -2, -3, 1, 1, -3
- CC(C)Cc1nnc(NC(=O)CCC(=O)Nc2ccccc2F)s1
    0.5, 1.1, 100, -2, -10, -8, -3, 1, 1
- COc1ccccc1NC(=O)c1cc(S(=O)(=O)N2CCc3ccccc32)ccc1F
    0.2, 0.4, 100, -5, -22, 2, -4, 8, 2
- O=C(/C=C/c1c(F)cccc1Cl)Nc1cccnc1
    -1.1, -0.1, 104, 0, 33, 23, -10, 5, 0
- CC1(C)Oc2ccc3ccc(=O)oc3c2[C@H](O)[C@H]1O
    -0.9, 0.1, nt, -3, nt, nt, -1, nt, nt
- CC1CCCCN1C(=O)COC(=O)c1cccc(NS(=O)(=O)c2ccccc2)c1 (stereo unspecified)
    5.3, 6.1, nt, 1, nt, nt, -3, nt, nt
- Cc1ccc(CNC(=O)c2cc3c(s2)CS(=O)(=O)C3)cc1
    0.8, -0.3, 0.0*[inhibitor], -1, 19, 7, -3, -9, -17
- CCc1ccc(NC(=O)c2cnc3scc(C)n3c2=O)cc1
    1.5, 0.9, nt, 4, 30, -2, -5, 4, nt
- Cc1ccc(NN2C(=O)C=CC2=O)cc1
    -0.2, -1.6, 118, 1, 9, -6, -5, -10, 10
- Clc1ccc(CCNc2nc3ccccc3n3nnnc23)cc1
    0.8, 1.4, nt, 3, -8, -7, -6, 6, nt
- O=C(NCCOc1ccccc1F)c1ccccc1SCc1ccc(F)cc1
    -0.8, -0.1, 95, 0, 15, 4, -8, -7, -2
- NC(=O)c1ccc(NC(=O)c2ccc(CN3CCOCC3)cc2)cc1
    0.5, 0.6, 97, -3, 5, -3, -4, 2, 5
- O=C(CNS(=O)(=O)c1ccccc1Br)OCC(=O)N1CCc2ccccc21
    2.7, -1.1, 94, 3, -7, -17, -14, -12, -5
- COc1ccc2c(c1)N1CCN=C1N2C
    1.8, 1.3, 113, 1, -3, -16, 1, 2, 15
- CC(=O)Nc1ccc(C(=O)COC(=O)c2ccco2)c(F)c1
    1.6, 2.3, nt, -2, nt, nt, -2, nt, nt
- CCCCn1c(N)c(N(CC(C)C)C(=O)CCCc2cccs2)c(=O)[nH]c1=O
    0.0, -0.6, 108, -4, -1, 5, -2, 3, 7
- O=C(COC(=O)COc1ccccc1)NCCC1=CCCCC1
    -0.5, 0.4, nt, -6, nt, nt, -3, nt, nt
- O=C(CCN1CCN(Cc2ccccc2)CC1)NNC(=O)c1cc2ccccc2o1
    1.1, 2.0, nt, -3, nt, nt, 5, nt, nt
- COc1ccc(-c2c(C)oc3ccc(C)cc23)cc1
    0.1, -0.9, 86, -3, 17, -15, -2, 2, -11

3 of these compounds in a different format:
Structure,V1R ag counter,OXTR ag,MEKK2 WT-MEK5,GalR3 antag,NALP1 yeast inh,GPR7 antagonist,OXTR potentiator,PfM18AAP inh,MEKK2 mut-MEK5
CCCCn1c(N)c(N(CC(C)C)C(=O)CCCc2cccs2)c(=O)[nH]c1=O,0.0,-0.6,108,-4,-1,5,-2,3,7
O=C(COC(=O)COc1ccccc1)NCCC1=CCCCC1,-0.5,0.4,nt,-6,nt,nt,-3,nt,nt
O=C(CCN1CCN(Cc2ccccc2)CC1)NNC(=O)c1cc2ccccc2o1,1.1,2.0,nt,-3,nt,nt,5,nt,nt

Remaining list, next part.
Below each SMILES: V1R ag counter, OXTR ag, MEKK2 WT-MEK5, GalR3 antag, NALP1 yeast inh, GPR7 antagonist, OXTR potentiator, PfM18AAP inh, MEKK2 mut-MEK5
- O=C(Cc1ccc(Cl)cc1Cl)OCC(=O)N1CCCCC1
    1.0, 0.9, 95, -3, -2, -6, -11, -15, -5
- COc1ccc(-n2c(SCC(=O)Nc3nc(C)cs3)nnc2-c2ccoc2C)cc1
    0.0, -1.1, 90, -1, 2, -9, -7, -2, 3
- CC(C)CCN1C(=O)c2ccc(C(=O)OCn3nnc4ccccc4c3=O)cc2C1=O
    -0.1, 0.4, 97, -3, -3, -13, -13, -10, 3
- O=S(=O)(c1ccc(Cl)cc1)N1CCC(N2CCCCCC2)CC1
    -0.5, 1.0, 113, -4, 10, -16, 2, 2, 14
- C=CCn1c(=O)c(C(=O)NC(C)c2ccccc2)c(O)c2ccccc21 (stereo unspecified)
    0.8, -0.7, 96, -10, nt, -26, -8, 3, 1
- CCCCCCC(=O)Nc1nc(C)c(-c2csc(Nc3cc(Cl)ccc3C)n2)s1
    -0.8, -0.3, 113, -5, -11, -11, 2, -4, 8
- O=C(NNc1nc(-c2ccccc2)c2cc(Br)ccc2n1)c1ccc(S(=O)(=O)N2CCCCC2)cc1
    1.2, 0.1, 89, 0, 22, -4, -3, -9, -4
- CC(=O)Nc1cccc(NC(=O)CSc2nccn2Cc2ccco2)c1
    6.2, 4.5, 105, -3, -1, -9, -7, -4, 7
- CCCCOc1ccc(N=Cc2cccs2)cc1
    -1.0, -1.5, 103, 2, 41, -1, -1, -1, 5
- Nc1nc(SCC(=O)Nc2ccc(Cl)cc2C(F)(F)F)n[nH]1
    0.9, -1.4, 108, -3, 8, -9, -2, -13, 5
- CCc1ccc(C(=O)Nc2ccc(C)c(NS(C)(=O)=O)c2)cc1
    0.5, -1.8, 106, -3, nt, -13, -6, 7, 8
- CC(C)(C)NC(=O)NC(=O)CN1CCN(S(=O)(=O)c2ccc3c(c2)OCCO3)CC1
    0.1, 0.0, 106, -8, nt, 4, -3, 2, 5
- CC(C)(C)OC(=O)C(C)(C)Sc1nnc(N)s1
    1.9, -0.7, 101, 2, 9, 16, 5, -1, -3
- CCCCC(=O)Nc1cccc(NC(=O)c2cccnc2Cl)c1
    3.3, -0.1, 90, -2, nt, -7, 0, 4, -16
- Cc1c(Cl)cccc1NC(=O)CCN1CCCC(C)C1 (stereo unspecified)
    -0.7, 0.1, 103, -3, 12, -3, 2, 1, -2
- Cc1cccc(N(Cc2cc(=O)[nH]c3ccccc23)C(=O)CCl)c1
    -0.2, 0.1, 100, -8, 5, 2, 3, 6, 1
- Cc1cc2nc3c(=O)n(Cc4ccccc4)c(=O)[nH]c3nc2cc1N
    73*, 53*, 93, -4, 10, -7, -20, 33*, -12
- O=C(NCCCN1CCCC1=O)c1cccc(NS(=O)(=O)c2ccc(Br)cc2)c1
    -1.1, -1.6, nt, 1, nt, nt, -10, nt, nt
- CCCC12CN3CC(C)(CN(C1)C31CCCCC1)C2=O
    0.2, 0.4, 103, -5, 3, -1, -7, 1, 4

One compound at a time, as listed above. Order of screens: V1R ag counter, OXTR ag, MEKK2 WT-MEK5, GalR3 antag, NALP1 yeast inh, GPR7 antagonist, OXTR potentiator, PfM18AAP inh, MEKK2 mut-MEK5
O=C(NNc1nc(-c2ccccc2)c2cc(Br)ccc2n1)c1ccc(S(=O)(=O)N2CCCCC2)cc1 is entered as 1.2, 0.1, 89, 0, 22, -4, -3, -9, -4
CCCCC(=O)Nc1cccc(NC(=O)c2cccnc2Cl)c1 is entered as 3.3, -0.1, 90, -2, nt, -7, 0, 4, -16
CC(C)CCN1C(=O)c2ccc(C(=O)OCn3nnc4ccccc4c3=O)cc2C1=O is entered as -0.1, 0.4, 97, -3, -3, -13, -13, -10, 3
CCCC12CN3CC(C)(CN(C1)C31CCCCC1)C2=O is entered as 0.2, 0.4, 103, -5, 3, -1, -7, 1, 4
CCc1ccc(C(=O)Nc2ccc(C)c(NS(C)(=O)=O)c2)cc1 is entered as 0.5, -1.8, 106, -3, nt, -13, -6, 7, 8
